Screens from PubChem BioAssay.
SIAH1 antagonists = blockers of Siah-1 interaction with plectin peptide – biochemical, fluorescence polarization, rhodamine-plectin, uHTS, primary screen (AID 1817). Siah-1 / rhodamine-plectin peptide fluorescence polarization; higher % means a stronger effect. displacement, % at 20 µM, or IC50 in µM where a hit was titrated. hit rate 0.02% among 290,000;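 active = displacement of at least 50% at 20 µM, with a fluorescence ratio check between 0.3 and a set limit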;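 also: plate controls were Siah plus tracer with DMSO for no effect and tracer alone without Siah for full effect; strong numbers were not always called active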
AID2073 = disruptors of CaV2.2 binding to Mint1 – biochemical, HTRF (AID 2073). HTRF protein-protein interaction, Mint1-CaV2.2; higher % means a stronger effect. inhibition, % at 20 µM; hits with a dose series show IC50 in µM. hit rate 0.19% among 290,000; in the data active = inhibition mostly above about 51%, no sharp cut-off; also: some results filed as inactive read as strong as hits
human PMI inhibition = inhibitors of human PMI, primary screen, biochemical, fluorescence intensity, coupled assay (AID 1209) | purified PMI enzyme, coupled fluorescence intensity; higher % means a stronger effect | inhibition, % at 20 µM, or IC50 in µM where a hit was titrated | hit rate 0.42% among 190,000;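 also: plate controls were DMSO vehicle for no effect and wells lacking substrate for full effect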
PMI inhibition = MPI inhibition at elevated mannose 6-phosphate – biochemical, fluorescence intensity, high mannose 6-phosphate, primary screen (AID 1220) | recombinant PMI enzyme, coupled fluorescence intensity; higher % means a stronger effect | inhibition, % at 20 µM; hits with a dose series show IC50 in µM | hit rate 0.66% among 190,000
P. falciparum M1AAP = P. falciparum M1AAP inhibitors, biochemical, fluorogenic H-Leu-NHMec substrate, 1536-well (AID 1445); recombinant M1AAP, H-Leu-NHMec fluorogenic kinetic assay; higher % means a stronger effect; inhibition, % at 30 µM; hits with a dose series show IC50 in µM; hit rate 0.42% among 220,000;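 active = primary inhibition above the hit cutoff, then over 50% inhibition at one or more dose response concentrations, cut at about 23% in these data, passing the limit was not always enough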;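 also: plate controls were DMSO full reaction for no effect and no enzyme background for full effect; strong numbers were not always called active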
Dynein transport = blocks dynein driven cargo transport along microtubules | 3617.4 mouse cells, GR-EGFP nuclear translocation imaging; test concentration mostly 20 µM; stimulated with dexamethasone, 1 µM; hits give low values | z-score, hits read low | hit rate 0.47% among 220,000;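 active = plate z-score of nuclear minus cytoplasmic receptor signal below a set negative limit, without overly bright fluorescence or cell loss, cut at about -3.5 in these data, passing the limit was not always enough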;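 also: z-score of nuclear minus cytoplasmic ring GR-EGFP intensity difference per well; some compounds called inactive have numbers as strong as hits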
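Buffer or medium: tetracycline-free induction medium containing charcoal-stripped FBS / Reagent: dexamethasone agonist, 1.0 µM final, for 30 min / Technique: automated 10x imaging of fixed Hoechst-stained cells / Times: induction 48 h, compound 1 h, agonist 30 min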
M17LAP inhibition = P. falciparum M17LAP inhibitors, primary screen, biochemical, fluorogenic H-Leu-NHMec substrate, 1536-well (AID 1619); recombinant M17LAP, H-Leu-NHMec fluorogenic kinetic assay; higher % means a stronger effect; inhibition, % at 30 µM, or IC50 in µM where a hit was titrated; hit rate 0.38% among 220,000;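 active = compound inhibiting the enzyme by more than half at any dose during confirmatory dose-response retesting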;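 also: plate controls were full reaction with DMSO carrier for no effect and no enzyme background for full effect; strong numbers were not always called active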
XIAP displacement = XIAP antagonists, biochemical, IAP family, fluorescence polarization (AID 1018); displacement, % at 20 µM; hits with a dose series show IC50 in µM; hit rate 0.007% among 200,000; XIAP BIR domain, fluorescence polarization peptide displacement; higher % means a stronger effect; in the data active = displacement above about 50%; also: a part of the inactive calls stands beside numbers as strong as those of hits
LYP inhibition = inhibitors of LYP phosphatase, biochemical, fluorescence intensity, uHTS (AID 1779) | recombinant LYP phosphatase, fluorescence intensity; higher % means a stronger effect | inhibition, % at 11.5 µM, or IC50 in µM where a hit was titrated | hit rate 0.054% among 290,000;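 also: plate controls were vehicle with enzyme for no effect and no enzyme for full effect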
Dynein transport cytoplasmic EGFP = second read-out of Dynein transport, no call of its own (marks repeat the call); z-score; measured here: cytoplasmic GR-EGFP intensity; hits give high values
Dynein transport nuclear GR-EGFP = also measured in Dynein transport; calls as there; z-score; measured here: nuclear GR-EGFP intensity;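 lower value marks the stronger effect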
Dynein transport cell count = recorded beside Dynein transport, whose call it bears; z-score; measured here: cell count per field
* hit, by the source's call; x = not tested or not shown. Rule as the data show it, unless noted: active = inhibition above about 50%; inactive = the rest.

Dynein transport | LYP inhibition | P. falciparum M1AAP | XIAP displacement | Dynein transport nuclear GR-EGFP | Compound | Dynein transport cell count | SIAH1 antagonists | human PMI inhibition | M17LAP inhibition | PMI inhibition | Dynein transport cytoplasmic EGFP | AID2073
-0.564 | -8.9% | -3.1% | 3.0% | -0.285 | O=c1c2[nH]c3ccccc3c2ncn1CCN1CCOCC1 | 0.808 | 1.3% | -1.9% | -1.6% | -0.3% | -0.194 | -3.3%
-1.09 | -8.2% | 4.4% | -4.4% | -0.813 | CCN(CC)S(=O)(=O)c1ccc(OC)c(NC(=S)Nc2cccc(C)c2)c1 | 0.925 | 6.1% | 17.5% | -14.5% | 8.0% | -0.289 | -22.4%
-2.38 | -2.4% | 2.5% | -7.3% | -0.829 | CCOc1ccc(N2C(=O)CC(N)C2=O)cc1 (stereo unspecified) | -1.59 | -3.0% | -21.2% | 5.7% | -19.7% | 1.24 | 2.2%
0.203 | -3.4% | 3.3% | -2.1% | 0.519 | C[C@@H]1NC(=O)[C@H](CC(N)=O)NC(=O)c2cc([N+](=O)[O-])cc(I)c2OCC[C@@H](C(=O)NC(CC(=O)O)C(N)=O)NC1=O (stereo partly specified) | -1.03 | 7.5% | -9.5% | 21.2% | -10.0% | -0.18 | -3.5%
-0.0334 | 0.8% | 4.2% | -3.2% | 0.327 | Cc1ccc(-c2cc(C(F)F)n3ncc(C(=O)N4CCCCC4c4cccnc4)c3n2)cc1 (stereo unspecified) | -0.346 | 0.3% | 7.4% | -6.1% | 11.1% | -0.0121 | 14.1%
0.656 | 5.5% | 5.6% | -6.7% | 0.245 | Cc1ccc(N2NC(=O)/C(=C/c3ccc(-c4ccc(Cl)c(C(=O)O)c4)o3)C2=O)cc1 | -0.187 | 11.1% | 4.4% | 1.8% | 16.3% | -0.172 | 16.3%
0.493 | -3.7% | x | -3.1% | 0.781 | CC(=O)NNC(=S)NC(=O)C(c1ccccc1)c1ccccc1 | -0.329 | -7.0% | -1.4% | x | -9.6% | -0.214 | 7.1%
-0.461 | -8.0% | 6.7% | 0.1% | -0.235 | CCN(CC(=O)N1CCN(C)CC1)S(=O)(=O)c1ccc(Cl)cc1 | 0.495 | -3.0% | 3.5% | -1.5% | 0.3% | -0.25 | 0.9%
1.72 | -0.6% | 8.2% | -2.1% | 1.47 | O=C(COC(=O)C1(c2ccccc2F)CCCC1)NCc1cccs1 | -1.63 | 4.2% | 16.9% | 1.5% | 7.1% | 0.0176 | -9.9%
0.00494 | -1.3% | 1.1% | -1.8% | 0.0332 | CCOc1ccc(N=C(NC#N)SC)cc1 | 0.114 | 2.8% | 7.4% | 2.7% | 6.2% | -0.19 | -5.0%
1.15 | -6.3% | -0.3% | x | 0.322 | O=C(c1ccc([N+](=O)[O-])cc1)N1CCN(c2cccc3[nH]ccc23)CC1 | -0.679 | -5.3% | x | -7.2% | x | -0.23 | 12.9%
1.02 | 4.8% | 4.1% | -3.2% | 0.582 | CCOC(=O)c1c(NC(=O)COC)sc(C)c1C | -0.353 | 0.6% | -5.5% | 18.3% | 1.0% | -0.23 | 0.8%
0.444 | -3.1% | -4.5% | -2.8% | 0.324 | C=CCn1c(SCc2cccc3ccccc23)nnc1-c1cccnc1 | -0.116 | 0.8% | 8.6% | -5.6% | 9.5% | -0.439 | -5.1%
-0.0978 | -6.1% | -2.4% | 0.6% | 0.184 | COc1ccc(OC)c(C2=NOC(C(=O)NCc3ccccn3)C2)c1 (stereo unspecified) | 0.327 | 2.0% | 1.4% | 4.4% | 1.8% | -0.194 | -2.5%
0.893 | 0.5% | 0.7% | -9.1% | -0.263 | COc1ccc(CCNC(=O)CCSc2nc(-c3ccco3)cc(C(F)(F)F)n2)cc1OC | -0.725 | -3.0% | 0.7% | 3.9% | -6.1% | -0.18 | 17.4%
-0.458 | -7.5% | -3.2% | -1.8% | 0.0967 | Cc1ccc2c(c1)NC(=O)C(N1CCOCC1)(C(F)(F)F)O2 (stereo unspecified) | 0.659 | 3.6% | 5.2% | -9.3% | 7.6% | -0.197 | 0.3%
-0.19 | -4.5% | 4.0% | -0.6% | 0.555 | COC(=O)Nc1nc(-c2cc(Cl)ccc2Cl)cs1 | 2.22 | 2.8% | -2.9% | -0.7% | -0.5% | -0.365 | -0.1%
-0.491 | 0.8% | 17.6% | -2.4% | -0.412 | COc1cccc(/C=N/N2CCOCC2)c1O | -0.294 | 0.4% | 4.9% | 1.1% | 3.6% | -0.196 | 4.8%
2 | -1.3% | -11.5% | -7.5% | 1.51 | COc1ccc(Cl)cc1NC(=S)NNC(=O)C1(C)CC1(Cl)Cl (stereo unspecified) | -1.46 | -5.7% | 1.5% | -4.5% | 2.1% | -0.218 | -7.9%
0.667 | -0.7% | 6.6% | -8.4% | 0.906 | C=CCO/N=C(\C)c1c(O)c(C)c(-c2ccccc2)n(-c2ccccc2)c1=O | -0.516 | 0.2% | -9.6% | 54.0% | 14.2% | -0.104 | -2.1%
0.305 | -9.0% | 5.5% | -7.2% | 0.354 | Cc1nn(-c2ccc(Cl)cc2)c2sc(C(=O)c3c(N)n(C)c(=O)n(C)c3=O)cc12 | 0.474 | -3.8% | 1.1% | -2.5% | -4.1% | -0.304 | 28.6%
0.508 | -5.0% | -3.5% | 0.0% | 0.617 | O=C(c1cc2nc(-c3ccc(F)cc3)cc(C(F)(F)F)n2n1)N1CCCC1 | -0.45 | 5.3% | -0.8% | 1.9% | 2.5% | -0.403 | 7.3%
0.624 | 4.1% | 12.3% | x | 0.276 | Nc1nc(=S)c2ncn(C3OC(CO)C(O)C3O)c2[nH]1 (stereo unspecified) | -0.939 | 10.3% | x | 12.1% | x | -0.251 | 20.1%
2.1 | -3.4% | 9.4% | -4.2% | 0.949 | O=C(/C=C/c1c(Cl)cccc1Cl)NCc1ccco1 | -1.32 | 2.0% | 11.4% | -7.7% | 12.8% | -0.257 | 6.6%
-0.192 | -5.4% | 4.9% | 11.8% | 0.0476 | O=C(CCCCCCCC(=O)c1ccccc1)c1ccccc1 | 0.639 | -2.3% | 5.6% | 8.7% | 9.3% | -0.145 | -1.7%
-0.496 | -1.2% | 2.6% | -4.5% | -0.351 | COc1ccc(C)cc1NC(=O)c1ccoc1C | 0.355 | -0.6% | -7.1% | -3.6% | 3.7% | -0.178 | -4.2%
1.43 | -5.4% | 4.9% | -7.4% | 1.32 | Fc1ccc(-c2nnc(CSc3nnc(-c4ccc5c(c4)OCO5)o3)o2)cc1 | -1.4 | 1.6% | 4.5% | 1.4% | -9.4% | -0.178 | 7.4%
-0.396 | -7.6% | 6.5% | 1.6% | 0.0881 | CCCc1[nH]nc2c1C(c1ccc(OCCN3CCOCC3)c(OCC)c1)C(C#N)=C(N)O2 (stereo unspecified) | 0.293 | 3.7% | 11.3% | 41.9% | 5.3% | -0.245 | 0.9%
-0.121 | -6.2% | -2.9% | -2.0% | -0.0536 | COc1ccc(CCC(C)Nc2ccc(F)cc2)cc1 (stereo unspecified) | 0.203 | 1.3% | -6.5% | -2.8% | -3.0% | -0.166 | -2.3%
0.739 | -11.0% | 6.0% | -4.5% | 1.06 | COc1ccccc1OCC(=O)NN1Cc2ccccc2C1=N | -0.118 | 1.2% | -28.5% | 12.8% | -38.7% | -0.197 | 1.0%
1.02 | -7.0% | -5.7% | -6.2% | 0.886 | CCn1c(COc2ccccc2)nnc1SCC(=O)C(C)(C)C | -1.5 | -1.7% | -2.5% | 17.1% | -4.6% | -0.194 | -7.2%
-0.629 | -3.7% | -2.8% | 12.6% | -0.754 | COc1cc(NC(=O)C(=O)NNC(=O)C2CCCCC2)c(OC)cc1Cl | 0.883 | 1.5% | 9.8% | -3.8% | 10.6% | -0.318 | 5.4%
-0.0735 | -8.2% | 1.9% | -3.8% | 0.145 | O=C(O)C1CC(=O)N(c2ccc(OCc3ccccc3Cl)cc2)C1 (stereo unspecified) | 1.15 | -4.3% | 0.7% | 15.2% | -8.6% | -0.214 | 14.4%

Among those listed so far, these have fluorine.
Dynein transport | LYP inhibition | P. falciparum M1AAP | XIAP displacement | Dynein transport nuclear GR-EGFP | Compound | Dynein transport cell count | SIAH1 antagonists | human PMI inhibition | M17LAP inhibition | PMI inhibition | Dynein transport cytoplasmic EGFP | AID2073
-0.0334 | 0.8% | 4.2% | -3.2% | 0.327 | Cc1ccc(-c2cc(C(F)F)n3ncc(C(=O)N4CCCCC4c4cccnc4)c3n2)cc1 (stereo unspecified) | -0.346 | 0.3% | 7.4% | -6.1% | 11.1% | -0.0121 | 14.1%
1.72 | -0.6% | 8.2% | -2.1% | 1.47 | O=C(COC(=O)C1(c2ccccc2F)CCCC1)NCc1cccs1 | -1.63 | 4.2% | 16.9% | 1.5% | 7.1% | 0.0176 | -9.9%
0.893 | 0.5% | 0.7% | -9.1% | -0.263 | COc1ccc(CCNC(=O)CCSc2nc(-c3ccco3)cc(C(F)(F)F)n2)cc1OC | -0.725 | -3.0% | 0.7% | 3.9% | -6.1% | -0.18 | 17.4%
-0.458 | -7.5% | -3.2% | -1.8% | 0.0967 | Cc1ccc2c(c1)NC(=O)C(N1CCOCC1)(C(F)(F)F)O2 (stereo unspecified) | 0.659 | 3.6% | 5.2% | -9.3% | 7.6% | -0.197 | 0.3%
0.508 | -5.0% | -3.5% | 0.0% | 0.617 | O=C(c1cc2nc(-c3ccc(F)cc3)cc(C(F)(F)F)n2n1)N1CCCC1 | -0.45 | 5.3% | -0.8% | 1.9% | 2.5% | -0.403 | 7.3%
1.43 | -5.4% | 4.9% | -7.4% | 1.32 | Fc1ccc(-c2nnc(CSc3nnc(-c4ccc5c(c4)OCO5)o3)o2)cc1 | -1.4 | 1.6% | 4.5% | 1.4% | -9.4% | -0.178 | 7.4%
-0.121 | -6.2% | -2.9% | -2.0% | -0.0536 | COc1ccc(CCC(C)Nc2ccc(F)cc2)cc1 (stereo unspecified) | 0.203 | 1.3% | -6.5% | -2.8% | -3.0% | -0.166 | -2.3%
